# C2C12 statin = suppression of simvastatin myotoxicity | AID 602340 | actives 0.78% (n = 330,000) | C2C12 myotubes + simvastatin, ATP luminescence, 48 h; scaled: DMSO 0, geranylgeraniol control 100 | rescue of ATP level, % at 7.49 µM;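 active = mean ATP rescue above about 67%, or every replicate alone reaching that limit, limit read from the data, passing the limit was not always enough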;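 also: myotubes were challenged with 10 µM simvastatin during compound exposure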
# LGR2 antag = Drosophila LGR2 receptor signaling inhibition | HEK293 LGR2, CRE-luciferase, bursicon-stimulated, 4 h | inhibition, % at 9.99 µM | actives 0.35% (n = 380,000) | AID 720647;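 active = drop in luminescence signal, shown as inhibition above about 50% in the replicate tests, limit read from the data, passing the limit was not always enough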;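 also: agonist challenge used bursicon conditioned medium at about half maximal strength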
# XiGFP reactiv = activators of X-chromosome reactivation in mouse fibroblasts; XiGFP mouse fibroblasts, % GFP-positive cells imaging, 3 d; cells co-treated with 5-aza-dC sensitizer; scaled so ellipticine positive control = 100%; activation, % at 7.58 µM; actives 0.055% (n = 360,000);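 active = mean normalized replicate activation at least 10% and every replicate at or above 10%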;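 also: 0% = median of on-plate neutral control wells and 100% = ellipticine 6 µM median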
#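 System: 68-5-11 XiGFP fibroblast line | Buffer or medium: DMEM containing 5-aza-dC | Compound: Single point | Times: Compounds 3 days, fix/stain 15 min at room temperature | Benchmarks: Positive control ellipticine, 6 µM final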
# ERAP1 inh = ERAP1 (human) enzyme inhibition; Q9NZ08; actives 0.15% (n = 340,000); recombinant ERAP1, Leu-AMC fluorescence, 60 min; AID 652197; inhibition, % at 10.7 µM;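 active = mean replicate inhibition of at least 30%, or all replicates individually reaching that 30% level; inactive = mean below 30% and not every replicate reaching it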;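 also: 0% = neutral control wells and 100% = L-leucinethiol positive control wells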
# Target sequence (Q9NZ08 whole entry, looked up): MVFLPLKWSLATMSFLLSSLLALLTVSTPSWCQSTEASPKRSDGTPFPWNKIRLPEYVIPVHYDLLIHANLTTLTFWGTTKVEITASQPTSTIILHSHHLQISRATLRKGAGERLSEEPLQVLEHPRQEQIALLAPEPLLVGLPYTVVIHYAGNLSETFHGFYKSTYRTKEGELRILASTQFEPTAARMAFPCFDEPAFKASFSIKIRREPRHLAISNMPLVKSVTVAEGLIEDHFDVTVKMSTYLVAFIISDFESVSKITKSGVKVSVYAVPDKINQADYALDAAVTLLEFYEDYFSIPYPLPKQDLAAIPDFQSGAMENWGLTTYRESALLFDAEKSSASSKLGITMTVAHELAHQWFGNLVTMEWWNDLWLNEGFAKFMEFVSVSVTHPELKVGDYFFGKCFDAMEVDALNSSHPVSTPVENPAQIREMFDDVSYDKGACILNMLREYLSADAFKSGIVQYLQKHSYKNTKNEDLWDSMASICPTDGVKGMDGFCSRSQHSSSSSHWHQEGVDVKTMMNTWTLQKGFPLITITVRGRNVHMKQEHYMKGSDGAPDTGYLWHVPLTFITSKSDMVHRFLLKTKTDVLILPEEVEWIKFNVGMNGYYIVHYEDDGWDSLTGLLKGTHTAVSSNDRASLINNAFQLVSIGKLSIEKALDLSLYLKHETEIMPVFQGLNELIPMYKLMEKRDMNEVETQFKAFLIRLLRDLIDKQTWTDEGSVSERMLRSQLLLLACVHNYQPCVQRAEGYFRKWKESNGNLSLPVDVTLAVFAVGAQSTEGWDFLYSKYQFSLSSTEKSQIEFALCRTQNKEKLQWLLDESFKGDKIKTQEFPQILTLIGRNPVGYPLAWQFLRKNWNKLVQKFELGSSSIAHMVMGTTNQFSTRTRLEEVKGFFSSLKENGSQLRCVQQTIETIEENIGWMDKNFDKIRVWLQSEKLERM
# SIRT5 block = blocks human SIRT5 desuccinylation of peptide | actives 1.1% (n = 330,000) | inhibition, % at 15 µM | Purified SirT5, succinyl-peptide AMC, trypsin-coupled fluorescence | AID 652115; in the data active = inhibition above about 15%
# Cneo AK release = causes C. neoformans cell lysis; adenylate kinase release luminescence, 4 h; normalised: neutral wells 0, clomiphene wells 100; lysis activity, % at 15 µM; actives 0.2% (n = 360,000); AID 651654;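 active = mean lysis activity across replicates of at least 80%, whatever share of replicates individually reach that level; inactive = mean lysis activity below 80%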
#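 Assay system: Cryptococcus neoformans yeast cells / Dosing: single-point compound dose / Timing: 4 h at 37 °C static, read 1 h later / Measured by: luminescence of released adenylate kinase using an AK detection reagent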
# S100A4 MyoIIA = inhibitors of human S100A4 binding to myosin IIA peptide; inhibition, % at 10.7 µM; S100A4/TAMRA-MyoIIA peptide fluorescence polarization; P26447; actives 0.14% (n = 360,000);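 active = mean inhibition of at least 70% across replicates, with every replicate also reaching that level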
#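 Test system – S100A4 monomer (human) · Compound – single-point compound testing · Schedule – 5 min incubation before reading · Probe or stimulus – TAMRA-labelled myosin IIA heavy-chain peptide probe, 5 nM · Benchmarks – neutral control DMSO, positive control TFP · Medium – Calcium-containing HEPES buffer, pH 7.2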
# PGC1a acetyl inh = lowers PGC1a acetylation signal in U2OS cells; AlphaScreen anti-acetyl-lysine; with virally co-expressed GCN5 acetyltransferase; inhibition, % at 15.6 µM; actives 0.17% (n = 350,000);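 active = every replicate shows inhibition of at least 40%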;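 also: 0% = neutral control wells and 100% = positive control wells; some results beyond the cut were filed as inactive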
# * = called active by the depositor; · = no result given. Only part of the results is shown; count on the stated rates, not on these rows.
entry | Molecule | C2C12 statin | LGR2 antag | XiGFP reactiv | ERAP1 inh | SIRT5 block | Cneo AK release | S100A4 MyoIIA | PGC1a acetyl inh
1 | Cc1ccn2c(=O)nc(SCC(=O)Nc3ccc4c(c3)OCO4)nc2c1 | -1 | 5 | 0.1 | -1 | 1 | -4 | -1 | 12
2 | CCN1CCN(C(=O)c2cc3c(s2)-c2ccccc2S(=O)(=O)C3)CC1 | -8 | -18 | 0.1 | 0 | 1 | 0 | -4 | 6
3 | O=C(NCC1CC1)[C@H]1[C@H](CO)[C@H]2Cn3c(cccc3=O)[C@H]2N1CCC(F)(F)F | -9 | 4 | 0.5 | 1 | 4 | 0 | 1 | 7
4 | O=C1c2ccccc2C(=O)N1CCCN1C(=O)c2ccccc2C1=O | -1 | -11 | 0.2 | 0 | · | 0 | -1 | -8
5 | C[C@@H]1CN([C@@H](C)CO)C(=O)c2cccc(NC(=O)CCCCCC(=O)Nc3ccccc3N)c2O[C@H]1CN(C)S(=O)(=O)c1ccc(Cl)cc1 | -63 | 15 | 0.0 | -7 | 0 | · | -3 | -6
6 | N#C/C(=C\c1cn(-c2ccccc2)nc1-c1cc2ccccc2o1)c1nc2ccccc2[nH]1 | · | -48 | 1.1 | · | · | -7 | · | -5
7 | O=C(NCc1cccs1)C1CCN(S(=O)(=O)c2ccc(Cl)cc2)CC1 | · | 11 | 0.3 | 0 | -9 | · | 2 | -4
8 | O=C(C[n+]1cccc(C(=O)N/N=C/c2cccc([N+](=O)[O-])c2)c1)c1ccccc1 | · | -4 | 0.0 | -5 | 3 | · | 0 | ·
9 | C[C@@H]1CC[C@@]23COC(=O)C2=CCC[C@@H]3[C@@]1(C)CC/C(=C/CO)CO | 2 | 8 | · | -3 | 2 | -1 | -3 | -5
10 | C[C@@H]1CN([C@H](C)CO)S(=O)(=O)c2ccc(-c3cncnc3)cc2O[C@H]1CN(C)C(=O)C1CCCCC1 | -8 | 4 | -0.7 | · | 1 | 57 | 0 | 2
11 | COC(=O)c1cc(S(=O)(=O)Nc2ccsc2C(=O)OC)oc1C | 6 | -12 | -0.1 | 4 | 5 | 10 | -8 | 18
12 | Cc1ccc(-c2cc(C(F)(F)F)nn2-c2ccc(S(N)(=O)=O)cc2)cc1 | 7 | 16 | -0.3 | -3 | -3 | 2 | -1 | 1
13 | CC(NC(=O)COC(=O)CNC(=O)c1ccccc1Cl)C1CC2CCC1C2 (centres undefined) | 6 | -11 | 0.3 | -2 | -5 | 2 | 0 | 3
14 | COC1OC2COC(c3ccccc3)OC2C2OC(c3ccccc3)OC12 (centres undefined) | -4 | 5 | 0.0 | 0 | 0 | 0 | -2 | ·
15 | C[C@@H]1CCCCO[C@@H](CN(C)Cc2ccccc2)[C@H](C)CN([C@H](C)CO)C(=O)c2cc(NC(=O)Cc3ccccc3)ccc2O1 | · | -8 | 0.0 | 0 | 1 | -1 | 2 | -3
16 | CC1CCCC(NC(=O)Cn2cc(C(F)(F)F)cc(Cl)c2=O)C1C (centres undefined) | -8 | -2 | 0.1 | -4 | 0 | -1 | 1 | 0
17 | C/C(=N/NC(=O)CNC(=O)c1ccccn1)c1cccc([N+](=O)[O-])c1 | 1 | 5 | 0.0 | -3 | -2 | 1 | 0 | 20
18 | Cc1noc(C)c1S(=O)(=O)N(C)C[C@@H]1Oc2ccc(NC(=O)C3CCCCC3)cc2CC(=O)N([C@@H](C)CO)C[C@@H]1C | -15 | -3 | 0.2 | 1 | -5 | -1 | 29 | 9
19 | Cc1cc(C(C)(C)C)ccc1OC(=O)C1=CC=CN2CCS(=O)(=O)N=C12 | -4 | -7 | -0.1 | -2 | -3 | 1 | -6 | 7
20 | O=C(c1ccc2c(c1)OCO2)N1CC[C@@H]2[C@@H](CO)Nc3ccc(-c4ccccc4)cc3[C@@H]21 | 62 | 11 | 0.1 | 0 | 11 | 50 | 10 | -8
21 | COc1ccccc1C(=O)C1CCCN(C(=O)CN2CCCCC2=O)C1 (centres undefined) | · | -29 | 0.1 | -3 | 3 | · | -7 | ·
22 | CC(C)c1ccc(NC2CCCN(C(=O)CCc3cn[nH]c3)C2)cc1 (centres undefined) | -15 | -15 | -0.1 | 4 | -1 | 0 | 2 | -5
23 | COc1ccc2c3c([nH]c2c1)[C@@H](CO)N(C(=O)C1CCOCC1)CC31CCN(Cc2nccs2)CC1 | · | -2 | 0.2 | -1 | 7 | · | 9 | -4
24 | COc1ccc(CNC(=O)C2(C)Cc3c(-c4cccc(C(N)=O)c4)ccnc3O2)cc1OC (centres undefined) | 3 | -15 | -0.1 | 0 | -2 | -1 | -3 | -4

# 3 compounds out of the list above, ordered by the value under PGC1a acetyl inh, largest number first.
No.	Molecule	LGR2 antag	ERAP1 inh	SIRT5 block	S100A4 MyoIIA	PGC1a acetyl inh
18	Cc1noc(C)c1S(=O)(=O)N(C)C[C@@H]1Oc2ccc(NC(=O)C3CCCCC3)cc2CC(=O)N([C@@H](C)CO)C[C@@H]1C	-3	1	-5	29	9
16	CC1CCCC(NC(=O)Cn2cc(C(F)(F)F)cc(Cl)c2=O)C1C (centres undefined)	-2	-4	0	1	0
20	O=C(c1ccc2c(c1)OCO2)N1CC[C@@H]2[C@@H](CO)Nc3ccc(-c4ccccc4)cc3[C@@H]21	11	0	11	10	-8

# Next part
entry | Molecule | C2C12 statin | LGR2 antag | XiGFP reactiv | ERAP1 inh | SIRT5 block | Cneo AK release | S100A4 MyoIIA | PGC1a acetyl inh
25 | COC(=O)C1C(O)C(C)C(O)C(C)(O)/C=C\C=C(/C)C(=O)Nc2c(C)c(OC(C)=O)c3c(c2O)C(=O)C(C)=C2OCOC(=C23)/C(C)=C/C(C)(O)C(O)C(C)C1O (centres undefined) | 0 | -9 | 0.1 | 3 | 6 | -2 | 0 | ·
26 | COc1ccccc1NC(=S)N(Cc1ccco1)Cc1cc2cc(C)cc(C)c2[nH]c1=O | -31 | -5 | 0.1 | 2 | 0 | 0 | 3 | -27
27 | COC(=O)c1cn(NC(=O)Cn2nc([N+](=O)[O-])c(Br)c2C)c(=O)c2ccccc12 | 18 | -30 | 0.2 | 7 | 5 | · | 3 | -8
28 | COc1cccc(/C=C/C(=O)OCC(=O)NCC2CCCCC2)c1OC | 1 | 10 | 0.0 | 1 | -1 | 3 | -1 | ·
29 | O=C(Nc1ccccc1)N[C@@H]1CC[C@H](CCNC(=O)c2ccccc2F)O[C@@H]1CO | 2 | 0 | -0.7 | 0 | 1 | 0 | 4 | 4
30 | CCOc1cc(N2CCOCC2)c(OCC)cc1NC(=O)c1cccc(S(=O)(=O)N2CCOCC2)c1 | · | 15 | 0.1 | -3 | -6 | · | -3 | ·
31 | C[C@@H]1CN([C@H](C)CO)C(=O)c2cc(NC(=O)Nc3ccc(C(F)(F)F)cc3)ccc2O[C@@H](C)CCCCO[C@H]1CN(C)S(=O)(=O)c1ccc(F)cc1 | · | -3 | -0.1 | -1 | 6 | -3 | -5 | -19
32 | CC(=O)Nc1ccc(C(=O)OCc2ccccc2Cl)cc1 | · | -45 | 0.0 | 2 | -3 | · | -2 | ·
33 | C=CCNc1nc2cc(-c3cccc(NC(C)=O)c3)sc2c(=O)n1C | -5 | -18 | 0.0 | 7 | -3 | -1 | -3 | ·
34 | Cc1ccc(S(=O)(=O)N2CCOCC2)cc1C(=O)Nc1cc(S(=O)(=O)N2CCCCC2)ccc1O | 6 | 3 | -0.1 | 5 | 4 | 1 | 6 | ·
35 | CNC[C@H](O)c1cccc(O)c1 | 6 | 11 | -0.1 | 0 | 4 | -1 | -2 | 7
36 | O=C(CCSCCc1ccccn1)Nc1ccc(Br)cn1 | 5 | -9 | · | -1 | -4 | -2 | 1 | 2
37 | CC(=O)N(C)C[C@H]1Oc2cc(C#Cc3cccc(F)c3)ccc2S(=O)(=O)N([C@H](C)CO)C[C@@H]1C | -17 | 0 | -1.2 | -4 | -6 | 3 | 4 | 7
38 | CO[C@@H]1CN(C)C(=O)c2cc(NC(=O)c3cnccn3)ccc2OC[C@@H](C)NC[C@@H]1C | 1 | -1 | 0.0 | -1 | -3 | -1 | 16 | 11
39 | COc1ccccc1CNC(=O)CN1C(=O)NC2(CCCCCCC2)C1=O | 5 | -8 | 0.0 | -5 | -3 | 1 | -4 | 7
40 | COc1ccc2oc(C(=O)OCC(=O)Nc3ccccc3)c(C)c2c1 | · | 3 | 0.0 | 1 | -1 | -2 | -2 | -1
41 | COc1ccc(N(C(C)C(=O)N(C)Cc2ccccc2)S(C)(=O)=O)cc1 (centres undefined) | 24 | 14 | 0.0 | 0 | -1 | -3 | 5 | 7
42 | CCOC(=O)N1CCN(C(=O)CCN2C(=O)/C(=C\c3ccc(OC)c(OC)c3)SC2=S)CC1 | -4 | 7 | -0.1 | 0 | · | 1 | 0 | 1

# Entries of single compounds as entered above. Values in the order: C2C12 statin	LGR2 antag	XiGFP reactiv	ERAP1 inh	SIRT5 block	Cneo AK release	S100A4 MyoIIA	PGC1a acetyl inh
# Results for Cc1cc(C(C)(C)C)ccc1OC(=O)C1=CC=CN2CCS(=O)(=O)N=C12 : -4	-7	-0.1	-2	-3	1	-6	7
# Results for COC(=O)C1C(O)C(C)C(O)C(C)(O)/C=C\C=C(/C)C(=O)Nc2c(C)c(OC(C)=O)c3c(c2O)C(=O)C(C)=C2OCOC(=C23)/C(C)=C/C(C)(O)C(O)C(C)C1O (centres undefined) : 0	-9	0.1	3	6	-2	0	·

# Fetched by compound from the list above:
entry | Molecule | C2C12 statin | LGR2 antag | XiGFP reactiv | ERAP1 inh | SIRT5 block | Cneo AK release | S100A4 MyoIIA | PGC1a acetyl inh
22 | CC(C)c1ccc(NC2CCCN(C(=O)CCc3cn[nH]c3)C2)cc1 (centres undefined) | -15 | -15 | -0.1 | 4 | -1 | 0 | 2 | -5
23 | COc1ccc2c3c([nH]c2c1)[C@@H](CO)N(C(=O)C1CCOCC1)CC31CCN(Cc2nccs2)CC1 | · | -2 | 0.2 | -1 | 7 | · | 9 | -4
